BRCA1 expr act: BRCA1 expression activation | Potency, µM (doses to about 46.1 µM), without a hit: at the top dose activation, most hits filed as activators | 380,000 compounds, 1.1% hits | MCF7-BRCA1-FFLuc reporter, luminescence, 48 h; response scale: scaled: vehicle 0%, 10 µM genistein 100% | AID 624202; note: nearly all actives have a fitted effect of over 80% in size; some results filed as inactive show a strong effect at the top dose
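MCF7-BRCA1-FFLuc cells, 2000/well in phenol-red-free MEM, attached 2 h then treated 48 h at 37 C. Luciferase luminescence read 15 min after reagent; normalized to genistein maximum activation (10microM) and DMSO, concentration-response fitted.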
uPA generation: inhibitors of cell surface uPA generation. cell surface uPA generation assay, qHTS. Potency, µM (titrated, usually from 38.3 µM), inactives show at the top dose activity change, negative = inhibition, usual class: inhibitors. 330,000 compounds, 0.31% hits; active = well fitted inhibition curve with a large enough effect; inconclusive = small, poorly fitted or top-dose-only effect; inactive = no such curve, though single readings can be large or run the other way; tested in mouse RAW 264.7 cells; note: % is set by controls: 0 for no effect and ±100 for the full control effect; nearly all actives have a fitted effect of over 55% in size
ELG1 genotox: induces genotoxicity in HEK293T cells with luciferase-tagged ELG1; HEK293T ELG1-luciferase reporter, luminescence, 16 h; Potency, µM (series often up to 46 µM), for inactives: top-dose activity change, positive = activation, usual class: activators; 330,000 compounds, 1.3% hits; note: % of control where 0% means no effect; nearly all actives have a fitted effect of over 60% in size
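Reporter readout depends on ELG1 protein level, which increases with genetic stress. After 16 hr compound exposure at 37 °C, luciferase activity was quantified using ONE-Glo.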
Rab9 promoter act: activates the Rab9 promoter; Huh7 Rab9 promoter-luciferase reporter, luminescence, 24 h; Potency, µM (series often up to 9.22 µM), for inactives: at the top dose activation, negative = inhibition, hits mostly activators; 320,000 compounds, 2.8% hits; note: % of control where 0% means no effect; nearly all actives have a fitted effect of over 60% in size
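Cell-based reporter: Huh7 stable for Rab9 promoter-driven luciferase, plated in reduced-serum medium with 10% FBS at 1500 cells/well, compound-treated 24 h at 37 °C, luminescence read after 10 min reagent.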
Gal4-VP16 FLuc: Gal4-VP16 reporter inhibition counter-screen. Drosophila S2 Gal4-VP16 UAS-luciferase, luminescence, 20 h. Potency, µM (top dose mostly 53.6 µM), inactives show top-dose activity, negative = inhibition, hits mostly inhibitors. 310,000 compounds, 3.5% hits;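 note: Gal4-VP16 expression switched on by copper sulfate through the metallothionein promoter; % is set by controls: 0 for no effect and ±100 for the full control effect; nearly all actives have a fitted effect of over 50% in size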
FLuc modulator: firefly luciferase modulation, counter-screen for miR-21 project; P08659; 360,000 compounds, 6.9% hits; purified FLuc, Km substrates, luminescence inhibition; Potency, µM (doses to about 57.5 µM), inactives show top-dose activity change, negative = inhibition, usual class: inhibitors;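 note: plate controls were vehicle for no effect and reference inhibitor for full effect; nearly all actives have a fitted effect of over 55% in size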
Target sequence (P08659 whole entry, looked up): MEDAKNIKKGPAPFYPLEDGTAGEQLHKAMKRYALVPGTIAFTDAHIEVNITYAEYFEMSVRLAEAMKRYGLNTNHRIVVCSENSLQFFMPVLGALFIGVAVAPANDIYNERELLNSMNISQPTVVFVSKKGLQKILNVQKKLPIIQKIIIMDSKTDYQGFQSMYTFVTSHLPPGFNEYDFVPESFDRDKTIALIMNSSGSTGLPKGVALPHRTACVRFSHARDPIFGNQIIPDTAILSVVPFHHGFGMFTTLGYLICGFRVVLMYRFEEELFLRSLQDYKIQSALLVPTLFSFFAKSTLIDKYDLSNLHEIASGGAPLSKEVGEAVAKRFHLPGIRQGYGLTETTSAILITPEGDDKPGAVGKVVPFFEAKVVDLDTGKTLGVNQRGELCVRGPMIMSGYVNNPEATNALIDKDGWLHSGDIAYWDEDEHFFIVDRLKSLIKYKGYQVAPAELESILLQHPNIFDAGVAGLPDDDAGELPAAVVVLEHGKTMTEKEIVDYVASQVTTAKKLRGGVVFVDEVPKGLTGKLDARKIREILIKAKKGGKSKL
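Purified P. pyralis luciferase, 10 nM final, with Km-level 10 uM D-luciferin and 10 uM ATP in 50 mM Tris acetate pH 7.5, 10 mM Mg acetate, 0.01% Tween-20, 0.05% BSA; 6-point qHTS titration about 60 µM downward; luminescence read.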
MBNL1 CUG block: MBNL1-poly(CUG) RNA binding inhibition; Q9NR56; TR-FRET MBNL1-His/biotin-(CUG)12 binding, 665/545 ratio; Potency, µM (top dose mostly 57.5 µM), for the others: at the highest dose activity change, negative = inhibition, most hits filed as inhibitors; 280,000 compounds, 0.036% hits; AID 2675; active = well fitted inhibition curve with a large enough effect in the signal ratio, with a control signal flat, not every such curve was filed as active; inconclusive = small, poorly fitted or top-dose-only effect, or effect the other way, or a change in a side signal; inactive = no such curve, though single readings can be large or run the other way; the % refers to the signal ratio; note: % is set by controls: 0 for no effect and ±100 for the full control effect
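TR-FRET between His-tagged MBNL1 and biotin-(CUG)12 RNA, detected with Tb anti-His antibody (0.055 ng/ul) and streptavidin-XL665 (5 nM), 60 min at room temperature. Compounds titrated 92 nM to 58 uM; 665/545 nm ratio normalized to buffer and complex controls.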
NPC1 prom act: activates the NPC1 promoter; 320,000 compounds, 2.4% hits; Potency, µM (doses to about 9.22 µM), without a hit: at the highest dose activation, most hits filed as activators; Huh7 NPC1 promoter luciferase reporter, 24 h; AID 485313;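 note: % of control where 0% means no effect; nearly all actives have a fitted effect of over 60% in size; reporter is driven by a mutant NPC1 promoter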
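Luciferase expression driven by the NPC1 promoter was measured in stably transfected Huh7 cells after a 24 h compound incubation, using a luciferase reagent and a luminescence read.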
p53 reactivator: restores transcriptional activity of mutant p53; H1299 p53-A138V BP100-luciferase reporter, luminescence, 24 h; Potency, µM (titrated, usually from 92.2 µM), for inactives: at the top dose activity change, positive = activation, usual class: activators; 320,000 compounds, 0.063% hits; note: % of control where 0% means no effect; nearly all actives have a fitted effect of over 45% in size
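H1299 (p53-null), stable ts p53-A138V + BP100-Luc; 1000 cells/well, Opti-MEM/10% FBS; cpd 4 pt, 1:5; 24 h, 37 deg C, 5% CO2; detection reagent 10 min RT; luminescence.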
RORgamma inh: blocks mouse ROR gamma transcriptional activity; Drosophila S2 Gal4-RORgamma UAS-luciferase reporter, 20 h; Potency, µM (titrated, usually from 53.6 µM), inactives show top-dose activity change, negative = inhibition, actives largely listed as inhibitors; P51450; 310,000 compounds, 5.4% hits; note: % is set by controls: 0 for no effect and ±100 for the full control effect; nearly all actives have a fitted effect of over 60% in size
Target sequence (P51450 whole entry, looked up, the tested form may be a part): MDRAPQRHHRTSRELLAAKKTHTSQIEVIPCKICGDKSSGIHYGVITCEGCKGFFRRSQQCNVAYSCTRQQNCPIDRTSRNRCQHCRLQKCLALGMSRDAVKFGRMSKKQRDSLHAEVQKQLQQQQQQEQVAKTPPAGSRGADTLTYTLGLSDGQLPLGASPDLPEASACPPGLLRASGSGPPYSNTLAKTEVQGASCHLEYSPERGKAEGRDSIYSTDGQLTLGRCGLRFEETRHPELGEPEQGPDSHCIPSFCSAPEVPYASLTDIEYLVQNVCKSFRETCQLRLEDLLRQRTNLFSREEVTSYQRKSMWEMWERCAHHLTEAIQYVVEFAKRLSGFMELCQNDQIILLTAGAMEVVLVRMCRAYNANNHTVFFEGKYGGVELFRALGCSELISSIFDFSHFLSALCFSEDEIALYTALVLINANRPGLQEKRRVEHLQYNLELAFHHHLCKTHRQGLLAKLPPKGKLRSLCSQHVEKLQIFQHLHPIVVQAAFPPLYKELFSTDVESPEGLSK
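Luciferase reporter read in Schneider cells carrying Gal4-RORγ (mouse) and UAS-Photinus luciferase; cells given compound 1 h before 700 uM copper sulfate induction, then incubated 20 h at ambient temperature.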
Active calls of the source: *; ! = a repeat was not active; [ ] = dose if it differs, or a comment. Unless noted, calls come from the whole dose curve; as a rule, active = well fitted curve in the direction sought with a large enough effect; inconclusive = small, poorly fitted or top-dose-only effect, or another doubt; inactive = no such curve, though single readings can be large; an effect the other way counts as inactive or inconclusive. Potency is the fitted concentration of half-maximal effect.

What do the screens show for `COc1ccccc1N(Cc1cc(=O)[nH]c2ccccc12)C(=O)c1ccccc1`?
BRCA1 expr act: -17%; uPA generation: 0%; ELG1 genotox: -4%; Rab9 promoter act: -3%; Gal4-VP16 FLuc: -6%; FLuc modulator: 3%; MBNL1 CUG block: -9%; NPC1 prom act: 2%; p53 reactivator: -1%; RORgamma inh: 0%

How did COc1ccc(C(=O)N/N=C(\C)c2ccc(NC(=O)Cc3ccccc3)cc2)c(OC)c1 do in these assays?
BRCA1 expr act: 25%; uPA generation: -18%; ELG1 genotox: 4%; Rab9 promoter act: -8%; Gal4-VP16 FLuc: 1%; FLuc modulator: -1%; MBNL1 CUG block: 1%; NPC1 prom act: -8%; p53 reactivator: 19%; RORgamma inh: 2%

What do the screens show for `CC1=Nn2c(nc(-c3ccccc3)c2-c2ccccc2)NC(=O)C1Br` (stereo not given)?
BRCA1 expr act: -30%; uPA generation: -3%; ELG1 genotox: -4%; Rab9 promoter act: -9%; Gal4-VP16 FLuc: -9%; FLuc modulator: 5%; MBNL1 CUG block: -1%; NPC1 prom act: -5%; p53 reactivator: -1%; RORgamma inh: -1%

Results for CCCCOc1ccccc1C1C(C(N)=O)=C(C)Nc2nnnn21 (stereo not given) ?
BRCA1 expr act: -2%; uPA generation: 9%; ELG1 genotox: -3%; Rab9 promoter act: -2%; Gal4-VP16 FLuc: 4%; FLuc modulator: 1%; MBNL1 CUG block: 2%; NPC1 prom act: -2%; p53 reactivator: 1%; RORgamma inh: -15%

How did CCOC(=O)c1c(NC(=O)C2CC2)sc2c1CC(C)(C)OC2 do in these assays?
BRCA1 expr act: -18%; uPA generation: 2%; ELG1 genotox: 0%; Rab9 promoter act: 1%; Gal4-VP16 FLuc: 1%; FLuc modulator: -3%; MBNL1 CUG block: -11%; NPC1 prom act: -3%; p53 reactivator: -2%; RORgamma inh: 4%

What do the screens show for `CC[C@@H](Nc1ncnc2c1oc1ccccc12)C(=O)O`?
BRCA1 expr act: -22%; uPA generation: inconclusive; ELG1 genotox: -1%; Rab9 promoter act: -2%; Gal4-VP16 FLuc: -13%; FLuc modulator: 3%; NPC1 prom act: -2%; p53 reactivator: -3%; RORgamma inh: 5%

Results for CCCCCCCC/C=C\CCCCCCCC(=O)NCCc1ccc(O)c(O)c1 ?
BRCA1 expr act: -54%; uPA generation: 3.2µM*; ELG1 genotox: 16%; Rab9 promoter act: -42%[inhibitor][46.1 µM]; Gal4-VP16 FLuc: 18µM*!; FLuc modulator: -2%; NPC1 prom act: -33%[inhibitor][46.1 µM]; p53 reactivator: 3%; RORgamma inh: inconclusive

Results for COc1cccc(S(=O)(=O)N2CCN(C(=O)c3ccco3)CC2)c1 ?
BRCA1 expr act: -7%; uPA generation: 1%; ELG1 genotox: -8%; Rab9 promoter act: 8%; Gal4-VP16 FLuc: -5%[10 µM]; FLuc modulator: 7%; MBNL1 CUG block: -1%; NPC1 prom act: -3%; p53 reactivator: -2%; RORgamma inh: 33%

Results for Cc1c(Cl)cccc1NC(=O)COC(=O)Cn1cnc2c1c(=O)n(C)c(=O)n2C ?
BRCA1 expr act: 2%; uPA generation: -21%; ELG1 genotox: 1%; Rab9 promoter act: -8%; NPC1 prom act: 8%; p53 reactivator: -4%

What do the screens show for `COc1ccc(NS(=O)(=O)c2cccc(N3CC(O)=C(c4ccccc4)C3=N)c2)cc1`?
BRCA1 expr act: -8%; uPA generation: 2%; ELG1 genotox: 1%; Rab9 promoter act: 1%; Gal4-VP16 FLuc: 1%; FLuc modulator: -1%; MBNL1 CUG block: 10%; NPC1 prom act: 2%; p53 reactivator: 8%; RORgamma inh: -32%

What do the screens show for `Cc1ccc(C)c(NC(=O)CN(C)C(C)C(=O)N2CC(C)CC(C)C2)c1` (stereo not given)?
BRCA1 expr act: -6%; uPA generation: 4%; ELG1 genotox: -1%; Rab9 promoter act: -9%; FLuc modulator: -1%; NPC1 prom act: 1%; p53 reactivator: 11%

How did O=[N+]([O-])C(=c1ccc2c(c1)N1C3=C(CCCC3)CC3CCCCC31N=2)[N+](=O)[O-] (stereo not given) do in these assays?
ELG1 genotox: 0%; Rab9 promoter act: -46%[inhibitor]; Gal4-VP16 FLuc: -1%; FLuc modulator: -15%; NPC1 prom act: -36%[inhibitor]; p53 reactivator: 6%; RORgamma inh: -17%

How did COc1ccc(N(CC(=O)NCc2ccc3c(c2)OCO3)S(=O)(=O)c2ccccc2[N+](=O)[O-])c(OC)c1 do in these assays?
BRCA1 expr act: -36%; uPA generation: -1%; ELG1 genotox: -4%; Rab9 promoter act: 10%; Gal4-VP16 FLuc: -1%; FLuc modulator: 5%; MBNL1 CUG block: 5%; NPC1 prom act: -8%; p53 reactivator: 0%; RORgamma inh: -29%

Results for CCC(C)NC(=O)c1ccc(NC(=O)C2=C(C)OCCS2)cc1 (stereo not given) ?
BRCA1 expr act: -7%; uPA generation: 2%; ELG1 genotox: 0%; Rab9 promoter act: 1%; Gal4-VP16 FLuc: 3%; FLuc modulator: -2%; MBNL1 CUG block: 8%; NPC1 prom act: 1%; p53 reactivator: -2%; RORgamma inh: 4%

How did COCCNC(=O)C(Cc1c[nH]c2ccccc12)NC(=O)OCc1ccccc1 (stereo not given) do in these assays?
BRCA1 expr act: -19%; uPA generation: 4%; ELG1 genotox: -4%; Rab9 promoter act: 2%; Gal4-VP16 FLuc: 9%; FLuc modulator: 2%; MBNL1 CUG block: -8%; NPC1 prom act: -1%; p53 reactivator: 3%; RORgamma inh: -35%

3 entries already listed, sorted by heavy-atom count, high to low:
Results for CCCCCCCC/C=C\CCCCCCCC(=O)NCCc1ccc(O)c(O)c1 ?
BRCA1 expr act: -54%; uPA generation: 3.2µM*; ELG1 genotox: 16%; Rab9 promoter act: -42%[inhibitor][46.1 µM]; Gal4-VP16 FLuc: 18µM*!; FLuc modulator: -2%; NPC1 prom act: -33%[inhibitor][46.1 µM]; p53 reactivator: 3%; RORgamma inh: inconclusive

Results for COc1cccc(S(=O)(=O)N2CCN(C(=O)c3ccco3)CC2)c1 ?
BRCA1 expr act: -7%; uPA generation: 1%; ELG1 genotox: -8%; Rab9 promoter act: 8%; Gal4-VP16 FLuc: -5%[10 µM]; FLuc modulator: 7%; MBNL1 CUG block: -1%; NPC1 prom act: -3%; p53 reactivator: -2%; RORgamma inh: 33%

How did CCOC(=O)c1c(NC(=O)C2CC2)sc2c1CC(C)(C)OC2 do in these assays?
BRCA1 expr act: -18%; uPA generation: 2%; ELG1 genotox: 0%; Rab9 promoter act: 1%; Gal4-VP16 FLuc: 1%; FLuc modulator: -3%; MBNL1 CUG block: -11%; NPC1 prom act: -3%; p53 reactivator: -2%; RORgamma inh: 4%

More compounds follow:
Results for COc1ccc(S(=O)(=O)N2CCCCC2)cc1NC(=O)c1[nH]c(C)c(C(C)=O)c1C ?
BRCA1 expr act: -16%; uPA generation: -2%; ELG1 genotox: 12µM*; p53 reactivator: -11%

Results for O=C(c1cccc(Cl)c1)C1CCCN(C(=O)c2ccc3c(c2)OCO3)C1 (stereo not given) ?
BRCA1 expr act: -40%; uPA generation: -21%; ELG1 genotox: -3%; Rab9 promoter act: 0%; Gal4-VP16 FLuc: -2%; FLuc modulator: 5%; MBNL1 CUG block: 3%; NPC1 prom act: 0%; p53 reactivator: 6%; RORgamma inh: 0%

Results for Nn1cc(-c2ccccc2)nc1SCC(=O)Nc1ccc2c(c1)OCO2 ?
BRCA1 expr act: -5%; uPA generation: 4%; ELG1 genotox: 1%; Rab9 promoter act: 1%; Gal4-VP16 FLuc: -4%; FLuc modulator: -16%; MBNL1 CUG block: 1%; NPC1 prom act: 1%; p53 reactivator: 6%; RORgamma inh: -21%

What do the screens show for `COc1ccc2nc(NC(=O)CN(C)S(=O)(=O)c3cccs3)sc2c1`?
BRCA1 expr act: 40%; uPA generation: -8%; ELG1 genotox: -4%; Rab9 promoter act: 18%; Gal4-VP16 FLuc: -2%; FLuc modulator: 17µM*; MBNL1 CUG block: 10%; NPC1 prom act: 18%; p53 reactivator: 2%; RORgamma inh: inconclusive

Results for COC(=O)c1c(C)[nH]c(C(=O)COc2ccc3ccc(=O)oc3c2)c1C ?
BRCA1 expr act: -16%; uPA generation: 8%; ELG1 genotox: 1%; Rab9 promoter act: -1%; FLuc modulator: -6%; NPC1 prom act: -1%; p53 reactivator: -1%

Results for COCCNC(=O)c1cc2nc(-c3ccc(F)cc3)cc(C(F)(F)F)n2n1 ?
BRCA1 expr act: -7%; uPA generation: 0%; ELG1 genotox: -3%; Rab9 promoter act: -2%; Gal4-VP16 FLuc: -9%; FLuc modulator: 4%; MBNL1 CUG block: -1%; NPC1 prom act: -11%; p53 reactivator: 2%; RORgamma inh: 0%

How did CC(=O)COc1coc(CN2CCN(c3ccc(F)cc3)CC2)cc1=O do in these assays?
BRCA1 expr act: 2%; uPA generation: 7%; ELG1 genotox: 3%; Rab9 promoter act: 3%; Gal4-VP16 FLuc: -1%; FLuc modulator: 4%; MBNL1 CUG block: 2%; NPC1 prom act: 6%; p53 reactivator: -2%; RORgamma inh: 1%

Results for Cc1nnc(N/N=C/c2cccc(C(F)(F)F)c2)n1N ?
BRCA1 expr act: -30%; uPA generation: -14%; ELG1 genotox: -4%; Rab9 promoter act: -1%; Gal4-VP16 FLuc: inconclusive; FLuc modulator: -1%; MBNL1 CUG block: 6%; NPC1 prom act: -2%; p53 reactivator: 29%; RORgamma inh: -38%
